High-throughput results: PubChem, National Center for Advancing Translational Sciences (NCATS)
HTT cytoprotect: protects HTT-Q103 PC12 cells, measured by ATP; PC12 HTT-Q103 induced, cytoprotection, ATP luminescence, 40 h; Potency, µM (series often up to 56.4 µM), for the others: cytoprotection (ATP increase), most hits filed as activators; 0.14% of 230,000 active;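 note: % of control where 0% means no effect; nearly all actives have a fitted effect of over 45% in size; toxic huntingtin expression switched on by the ecdysone agonist tebufenozide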
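Compounds added alongside 100 nM tebufenozide, which induces toxic Q103 huntingtin exon 1-GFP in stable PC12 cells; surviving cells quantified by luminescent ATP measurement. Medium: phenol red-free DMEM, 5% equine and 5% calf serum.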
TR SRC2 fluor cs: counter-screen for TRb-SRC2 inhibitors: fluorescence interference. 0.29% of 280,000 active. Potency, µM (highest dose often 106 µM), without a hit: top-dose fluorescence change, negative = quenching. TRb/SRC2 Texas Red total fluorescence interference; active = well fitted curve in either direction with a large enough effect; inconclusive = small, poorly fitted or top-dose-only effect; note: % is set by controls: 0 for no effect and ±100 for the full control effect
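Flags fluorescent or light-absorbing compounds by total fluorescence, S + 2P, at 555 nm excitation and 632 nm emission. Mixture: 20 nM Texas Red SRC2 peptide, 0.6 uM human TRb LBD, 1 uM T3, 5% DMSO; compound exposure 5 h at ambient temperature.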
L3MBTL1 block: L3MBTL1 (human) inhibition. Q9Y468. AlphaScreen L3MBTL1–H3K9me1 peptide binding. Potency, µM (top dose mostly 57.1 µM), for inactives: at the highest dose activity, negative = inhibition, hits mostly inhibitors. 0.66% of 230,000 active; note: % is set by controls: 0 for no effect and ±100 for the full control effect; nearly all actives have a fitted effect of over 60% in size
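Displacement of a biotinylated histone H3(1-15) peptide monomethylated at Lys9 (75 nM) from L3MBTL1 (50 nM) was measured by AlphaScreen after a 30 min room-temperature compound incubation; cefsulodin titration served as intraplate control.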
RECQ1 helicase: RECQ1 (human) helicase inhibition | RECQ1 DNA unwinding, red fluorescence kinetic read | P46063 | Potency, µM (titrated, usually from 57.3 µM), for the others: at the top dose activity, negative = inhibition, hits mostly inhibitors | 0.54% of 240,000 active;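 note: plate controls were vehicle for no effect and no enzyme for full effect; nearly all actives have a fitted effect of over 30% in size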
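50 nM RECQ1T1 preincubated 15 min with compound in Tris pH 8.0 buffer with MgCl2, DTT, Tween-20 and 2.5 ug/ml poly(dI-dC); started with 200 nM TAMRA/BHQ-2 forked duplex and 2 mM ATP. Unwinding read as fluorescence (525/598 nm), two reads 2 h apart.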
Tau fibril ThT: blocks human tau fibril formation measured by thioflavin T; P10636; AID 1460; 2.1% of 270,000 active; recombinant tau K18 P301L, heparin-induced fibrillization, ThT fluorescence; Potency, µM (doses to about 57.4 µM), for inactives: at the highest dose activity, negative = inhibition, usual class: inhibitors; note: % is set by controls: 0 for no effect and ±100 for the full control effect; nearly all actives have a fitted effect of over 55% in size
Target sequence (P10636 561-689 P618L limits assumed): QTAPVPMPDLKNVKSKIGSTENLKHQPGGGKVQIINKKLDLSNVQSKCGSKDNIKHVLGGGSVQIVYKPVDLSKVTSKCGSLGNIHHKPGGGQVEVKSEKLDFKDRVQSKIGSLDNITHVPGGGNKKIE
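Aggregation was driven by heparin (20 uM final) acting on recombinant tau […] bearing P301L in 100 mM sodium acetate pH 7; fibrils were detected with Thioflavin T.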
TRb SRC2 PPI: inhibitors of human thyroid hormone receptor beta-SRC2 interaction | TRbeta-SRC2 peptide binding, fluorescence polarization; receptor liganded with 1 µM T3 | 0.065% of 280,000 active | Potency, µM (top dose mostly 106 µM), inactives show at the top dose activity change, negative = inhibition, most hits filed as inhibitors | P10828 | AID 1469;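 note: plate controls were bound peptide for no effect and peptide without receptor for full effect; nearly all actives have a fitted effect of over 50% in size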
Target sequence (P10828 whole entry, looked up): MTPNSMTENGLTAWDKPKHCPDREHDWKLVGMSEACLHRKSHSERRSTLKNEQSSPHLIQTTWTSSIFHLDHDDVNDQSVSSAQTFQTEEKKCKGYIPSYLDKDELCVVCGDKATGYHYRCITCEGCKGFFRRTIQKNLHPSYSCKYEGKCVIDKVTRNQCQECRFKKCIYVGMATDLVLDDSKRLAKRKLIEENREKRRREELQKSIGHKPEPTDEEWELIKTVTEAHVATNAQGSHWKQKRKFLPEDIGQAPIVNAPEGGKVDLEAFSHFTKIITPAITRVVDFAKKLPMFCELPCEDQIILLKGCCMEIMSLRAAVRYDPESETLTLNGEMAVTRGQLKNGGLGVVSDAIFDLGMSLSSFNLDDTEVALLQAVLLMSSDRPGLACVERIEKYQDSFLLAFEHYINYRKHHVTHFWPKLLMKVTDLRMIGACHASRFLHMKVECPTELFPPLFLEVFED
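A fluorescence polarization screen tested compounds at multiple concentrations against complex formation between 0.6 uM TRb ligand-binding domain and 20 nM Texas Red SRC2 peptide, with 1 uM T3 present; readout after 5 hr.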
Tau fluor counter: counter-screen for tau fibril formation inhibitors. Potency, µM (series often up to 57.7 µM), without a hit: at the top dose activity change, negative = decrease. 0.93% of 280,000 active. tau K18 P301L Alexa594 fluorescence, heparin fibrillization. AID 1463; note: % is set by controls: 0 for no effect and ±100 for the full control effect; nearly all actives have a fitted effect of over 55% in size
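Human tau K18 P301L (15 uM unlabeled, 0.24 uM Alexa 594-labeled) in 100 mM sodium acetate pH 7 with 20 uM heparin, 6 hr at 37 C. ThT 30 uM added, 1 hr ambient; Alexa 594 FP and total fluorescence read at 555/632 nm.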
Tau fibril FP: tau fibrillization inhibition (FP); AID 1468; 0.39% of 280,000 active; Potency, µM (series often up to 57.7 µM), for the others: top-dose activity, negative = inhibition, most hits filed as inhibitors; K18 P301L tau heparin fibrillization, Alexa594 FP, 6 h; note: % is set by controls: 0 for no effect and ±100 for the full control effect; nearly all actives have a fitted effect of over 55% in size
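FP of Alexa 594-tau after heparin (20 uM) induction. Substrate: human K18 P301L, 15 uM unlabeled, 0.24 uM labeled. Buffer 100 mM sodium acetate pH 7. 6 hr, 37 C.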
* marks the source's active call; other numbers are inactive results; i = inactive; ? = inconclusive; / = not tested or not shown; & = joins results of further samples; [ ] = remark or other dose. Unless noted, calls come from the whole dose curve; as a rule, active = well fitted curve in the direction sought with a large enough effect; inconclusive = small, poorly fitted or top-dose-only effect, or another doubt; inactive = no such curve, though single readings can be large; an effect the other way counts as inactive or inconclusive. Potency is the fitted concentration of half-maximal effect. Some of the compounds tested, so the mix of outcomes need not match the whole.

SMILES	HTT cytoprotect	TR SRC2 fluor cs	L3MBTL1 block	RECQ1 helicase	Tau fibril ThT	TRb SRC2 PPI	Tau fluor counter	Tau fibril FP
COC(=O)CC1C(=O)NCCN1C(=S)Nc1ccccc1Cl (configuration not stated)	-5%	1%	-2%	-4%	1%	-3%	4%	1%
O=C(c1cc2ccccc2o1)c1cccs1	-1%	-3%	17%	i	?	-6%	-19%	0%
Cc1ccc(O)c(NC(=O)COc2cc(C)ccc2C)c1	31%	-6%	/	-5%	-15%	2%	-8%	14%
OCc1nc2ccccc2n1Cc1c(F)cccc1Cl	2%[10 µM]	-3%&0%	/	-8%	4%	-1%&10%	12%&-3%	7%&-1%
CCc1nnc(NC(=O)CSc2nnc(-c3ccccc3O)n2-c2ccc(C)cc2)s1	-29%[10 µM]	-2%	3%	-2%	-2%	-6%	2%	4%
COc1ccc(C(=O)/C=C/c2ccc3c(c2)OCCO3)cc1	22%[10 µM]	-2%	-12%	-14%	?	1%	-23%	-9%
O=C(Nc1ccc(C2=NCCN2)cc1)c1ccc(Cl)c(C(=O)Nc2ccc(C3=NCCN3)cc2)c1	8%[10 µM]	-5%	-21%	13%	-15%	-3%	-29%	-20%
N#Cc1ccc(CSCC(=O)O)cc1	6%	2%	3%	i	-5%	-7%	-3%	5%
Cc1ccc(C2C3=C(CC(C)(C)CC3=O)OC3=C2C(=O)CC(C)(C)C3)cc1	/	-2%	3%	i	-6%	-4%	3%	3%
O=C1CN(c2ccc(Cl)cc2)C2(CCCCC2)S1	/	1%	2%	-3%	2%	-3%	-1%	-11%
C/C(N)=C(/C#N)C(=O)CSc1n[nH]c(-c2ccccc2Br)n1	-3%	1%	-1%	-4%	-7%	-27%	-9%	-5%
COC(=O)c1scc(-c2ccc(C)cc2)c1S(=O)(=O)N1CCN(c2cccc(Cl)c2)CC1	/	1%	/	/	-4%	-3%	-16%	-4%
COc1cccc(-c2nn(-c3ccccc3)cc2CO)c1	-10%	2%	/	-5%	-2%	2%	-14%	-5%
O=C(NCc1ccccc1)c1ccc2nccnc2c1	-10%	-2%	/	-11%	-7%	-17%	-6%	-5%
CCNC(=S)NNC(=O)CC(C)C	-11%[10 µM]	-1%	7%	i	4%	3%	9%	4%
CCOc1ccc(-n2c(CC)nc3c(cnn3-c3ccc(Cl)cc3)c2=O)cc1	/	0%	/	/	-12%	5%	-10%	-6%
CC(C)Cc1nc(Cl)c(C#N)c2c1CCC2	-4%[10 µM]	1%	21%	-7%	3%	8%	3%	-1%
C=CCNC(=O)c1cc2sccc2n1C	13%[10 µM]	-3%	/	i	-7%	-5%	-3%	-1%
CCN(CC)CCNC(=O)c1ccc(Sc2ccc(Cl)cc2)c(NC(C)=O)c1	-24%	0%	/	i	-3%	2%	-1%	-2%
Cc1ccc(NC(=O)c2ccc(F)cc2F)cc1NS(C)(=O)=O	10%[10 µM]	-1%	/	-9%	/	2%	3%	3%
Cc1cc(NC(=O)CCC(=O)N(c2ccccc2)C(C(=O)NC2CCCC2)c2cccs2)no1 (configuration not stated)	11%	1%	/	10%	-15%	-10%	-9%	-4%
Cc1ccc2[nH]c3c(=O)n(N)c(C)nc3c2c1	-12%[10 µM]	-6%	0%	-4%	-4%	-6%	-6%	2%
Cc1cccc(C)c1Nc1nn2c(=O)c3cc4c(cc3nc2s1)OCO4	/	-2%	/	/	-6%	-6%	-9%	-5%
COc1ccc2[nH]c3nc(SCC(=O)NNC(=O)c4ccc(OC)c(OC)c4)nnc3c2c1	0%	-3%	0%	4%	?	-11%	-4%	-3%
CC(=O)c1cccc(NC(=O)NNC(=O)c2ccc(Cl)cc2Cl)c1	-23%	0%	8%	-2%	-10%	2%	-2%	-1%
CCOC(=O)C1(Cc2ccc(OC)cc2)CCN(C(=O)CCN2CCCC2=O)CC1	-15%	-8%	45%[activator]	i	2%	-8%	1%	-2%
Cc1cc(=O)oc2cc(OCC(=O)OCC(=O)NCCc3ccccc3)ccc12	-32%[inhibitor]	-1%	/	-3%	-3%	9%	-5%	0%
COc1ccccc1NS(=O)(=O)c1cc(N2Cc3ccccc3C2=N)ccc1N1CCOCC1	-17%	-9%	-15%	-2%	-16%	-3%	-14%	-3%
COc1ccc(CCNC(=O)CCc2c(C)nc3c4c(C)cc(C)nc4nn3c2C)cc1OC	/	0%	/	/	?	3%	-6%	-7%
N/C(=N\OC(=O)Cc1ccccc1)c1ccccn1	7%	4%	-1%	-3%	-9%	4%	-8%	-11%
O=C(c1ccccc1)c1c[nH]c2cc3c(cc2c1=O)OCCO3	15%[10 µM]	-2%	-4%	0%	-4%	2%	-4%	-16%
COc1ccc(S(=O)(=O)N(CC(=O)NCCSCc2ccccc2)c2ccc(C)cc2)cc1	/	25%	/	/	-17%	-13%	-19%	9%
CSc1nn(-c2ccc(C(=O)OC(C(=O)NC(N)=O)C(C)C)cc2)c(=S)s1 (configuration not stated)	-13%	-3%	34%	36%[activator]	-4%	-4%	-12%	-3%
Clc1ccc2oc(-c3cccnc3)nc2c1	3%	0%	1%	-12%	-5%	-4%	-5%	1%
COc1cccc(NC(=O)Cn2cc(C(=O)c3ccc(C)cc3)c(=O)c3cc(OC)ccc32)c1	/	0%	-3%	/	-8%	1%	-29%	?
O=C(COC(=O)C1CCN(S(=O)(=O)c2cccs2)CC1)c1ccc2c(c1)OCCO2	-27%	-1%	3%	-9%	?	-2%	-29%	-12%
Cc1cccc(C(=O)N2CCc3cc(CNC(=O)CCc4ccccc4)ccc32)c1	/	1%	/	/	-13%	-6%	-8%	9%
CCCC(=O)C1=C(O)C(C(=O)OC)C(C)(C)CC1=NCCc1ccc(OC)c(OC)c1 (configuration not stated)	13%[10 µM]	-2%	-15%	0%	2%	-5%	-5%	5%
CC(Nc1oc(-c2ccco2)nc1C#N)c1ccccc1 (configuration not stated)	-4%[10 µM]	-1%	-16%	-5%	1%	10%	-12%	7%
COc1ccccc1C1CC(=O)NC(C)=C1C(=O)OCC1CCCO1 (configuration not stated)	-4%	3%	0%	-2%	-2%	1%	-1%	3%
c1cnc(N2CCSCC2)nc1	-6%	-1%	0%	-8%	-1%	-16%	0%	6%
COc1ccccc1C(=O)NCCn1cc(SCC(=O)NCc2ccco2)c2ccccc21	-5%[10 µM]	-1%	-7%	-6%	?	-14%	-8%	-5%
Cc1ccc(-c2cc(C(=O)N(C)Cc3cnn(C)c3C)c3cc(Br)ccc3n2)cc1	-5%[10 µM]	0%	-14%	-2%	-7%	2%	-11%	7%
COc1ccccc1C(=O)O/N=C1/CCCc2c1ccc(OC)c2[N+](=O)[O-]	-14%	2%	-2%	-11%	?	-1%	-8%	-10%
CS(=O)(=O)N(CC(=O)N1CCN(c2ccccc2)CC1)c1cc(C(F)(F)F)ccc1Cl	6%	0%	/	-8%	-5%	11%	-19%	9%
CCC(=O)N1CCc2cc(S(=O)(=O)NC(Cc3ccccc3)C(=O)NCc3ccccc3)ccc21 (configuration not stated)	/	1%	/	/	-4%	1%	-11%	-2%
Cc1cc(NC(=O)/C(C#N)=C/c2ccco2)n(-c2ccccc2)n1	-7%[10 µM]	-1%	6%	-12%	-9%	4%	-9%	5%
CCC1CN(C(=O)N2CCC(C(=O)NCCc3ccc(C)cc3)CC2)c2ccccc2O1 (configuration not stated)	/	-12%	/	/	19%	1%	?	-14%
FC(F)(F)c1cc(-c2cccs2)nc2cc(-c3ccccc3)nn12	2%[10 µM]	-2%	33%[activator]	-3%	10%	-1%	2%	-3%
CCN(CC)C(=O)Cn1cc(C(=O)C(=O)N2CCc3ccccc32)c2ccccc21	6%	1%	/	-4%	9%	2%	0%	3%
COc1cc2c(cc1NC(=O)CSc1nc3ccc(C)cc3[nH]1)oc1ccccc12	/	0%	9%	i	1%	-2%	?	?
Cc1ccc(O)c(CNc2nc3ccccc3n2C)c1	-11%	-8%	-6%	-1%	-4%	4%	-16%	12%
CCOC(=O)c1c(C)[nH]c(C)c1C(=O)CSc1nc2ccccc2c(=O)n1-c1ccc(Cl)cc1	/	0%	-2%	i	-9%	-3%	?	-9%
C#CCNC(=O)C1=C[C@@H](c2csc3ccccc23)C[C@@H](OCc2ccc(CO)cc2)O1	-14%[10 µM]	0%	5%	-10%	-8%	8%	-16%	7%
Cc1c(NC(=O)C(C)N2C(=O)C3CCCCC3C2=O)c(=O)n(-c2ccccc2)n1C (configuration not stated)	-47%[inhibitor]	-3%	/	-18%	-6%	4%	-1%	3%
CSc1nnc([C@@H](NC(=O)OC(C)(C)C)C(C)C)o1	8%	-6%	-2%	-13%	-1%	-1%	1%	-2%
CCCCCn1c(CCCNC(=O)CC)nc2ccccc21	-5%[10 µM]	-5%	9%	i	-3%	5%	3%	2%
COC(=O)c1ccc2[nH]c(C)cc(=O)c2c1	-1%	0%	-2%	-7%	-15%	8%	-7%	-5%
CN(C)c1ccc(/C=C(\C#N)C(=O)c2ccccc2)cc1	-9%[10 µM]	-1%	8%	-15%	?	6%	?	-10%

Entries of single compounds, quoted from the list:
c1cnc(N2CCSCC2)nc1 as listed: HTT cytoprotect = -6%; TR SRC2 fluor cs = -1%; L3MBTL1 block = 0%; RECQ1 helicase = -8%; Tau fibril ThT = -1%; TRb SRC2 PPI = -16%; Tau fluor counter = 0%; Tau fibril FP = 6%
CCC1CN(C(=O)N2CCC(C(=O)NCCc3ccc(C)cc3)CC2)c2ccccc2O1 (configuration not stated) as listed: HTT cytoprotect = /; TR SRC2 fluor cs = -12%; L3MBTL1 block = /; RECQ1 helicase = /; Tau fibril ThT = 19%; TRb SRC2 PPI = 1%; Tau fluor counter = ?; Tau fibril FP = -14%
